Assay outcomes (PubChem)
D2 PAM: D2 dopamine receptor (human) potentiation | 340,000 compounds, 0.34% hits | potentiation, % at 10 µM | HEK293 T-REx D2, calcium flux, EC20 dopamine potentiation;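 active means potentiation over 3 SD above the plate norm, cut at about 30% in these data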; further: 0% is about no effect
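Primary screen. Calcium kinetics in induced HEK293 T-REx D2 cells: compound pre-addition 180 s, EC20 dopamine, 180 s more.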
LDHA inh: blocks human lactate dehydrogenase A | purified LDHA, NADH/diaphorase-resazurin fluorescence; hits give low values | 480,000 compounds, 0.15% hits | activity change, % (values are at about 110 or 230 µM) | P00338; in the data active means activity change below about -30%; inconclusive means mostly about -25% to -30%;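 further: plate controls were DMSO wells for no effect and wells without enzyme for full effect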
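Remaining NADH was detected by diaphorase (0.133 mg/mL) converting 37 µM resazurin to fluorescent resorufin, read at 0 and 20 minutes. The preceding 5-minute room-temperature reaction used 2 nM LDHA, 0.2 mM sodium pyruvate and 0.06 mM NADH at pH 7.4.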
Vif-APOBEC3G blk: inhibitors of Vif-APOBEC3G interaction | Q9HC16 | HeLa A3G-eYFP + Vif (tagged APOBEC3G with the HIV-1 protein that degrades it), YFP fluorescence, overnight | 410,000 compounds, 0.076% hits | Potency, µM (highest dose often 46.1 µM), inactives show at the top dose activity, negative = active, usual class: inhibitors;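 further: potency means the concentration at half of the fitted maximal effect; on the % scale 0 is the no-effect control and ±100 the full control effect; nearly all actives have a fitted effect of over 60% in size; hits raise eYFP signal because A3G escapes Vif-driven loss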
Target sequence (Q9HC16 whole entry, looked up): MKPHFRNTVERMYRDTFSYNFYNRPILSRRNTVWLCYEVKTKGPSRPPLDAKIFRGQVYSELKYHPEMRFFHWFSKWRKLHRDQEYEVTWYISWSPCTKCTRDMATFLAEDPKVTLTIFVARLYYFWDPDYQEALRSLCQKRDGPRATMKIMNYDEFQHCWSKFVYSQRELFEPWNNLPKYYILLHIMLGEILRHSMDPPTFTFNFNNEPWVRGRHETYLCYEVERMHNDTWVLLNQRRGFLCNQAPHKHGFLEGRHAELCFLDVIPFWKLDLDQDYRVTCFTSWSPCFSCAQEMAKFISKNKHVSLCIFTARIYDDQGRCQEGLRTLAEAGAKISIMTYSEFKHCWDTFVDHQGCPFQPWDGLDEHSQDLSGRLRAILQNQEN
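HeLa cells stably expressing Vif and C-terminally eYFP-tagged A3G, seeded overnight at 37 deg C, then exposed to compound by pintool overnight at 37 deg C. Rise in yellow fluorescence (Ex 488/Em 500-530, Acumen) marks blocked Vif-driven A3G degradation.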
D1 agonist: activates the human D1 dopamine receptor | activation, % at 2 µM | P21728 | 360,000 compounds, 1% hits | AID 504660 | HEK293 T-REx D1 cells, calcium flux, agonist mode; in the data active means activation above about 30%; further: 0% is about no effect
Target sequence (P21728 whole entry, looked up): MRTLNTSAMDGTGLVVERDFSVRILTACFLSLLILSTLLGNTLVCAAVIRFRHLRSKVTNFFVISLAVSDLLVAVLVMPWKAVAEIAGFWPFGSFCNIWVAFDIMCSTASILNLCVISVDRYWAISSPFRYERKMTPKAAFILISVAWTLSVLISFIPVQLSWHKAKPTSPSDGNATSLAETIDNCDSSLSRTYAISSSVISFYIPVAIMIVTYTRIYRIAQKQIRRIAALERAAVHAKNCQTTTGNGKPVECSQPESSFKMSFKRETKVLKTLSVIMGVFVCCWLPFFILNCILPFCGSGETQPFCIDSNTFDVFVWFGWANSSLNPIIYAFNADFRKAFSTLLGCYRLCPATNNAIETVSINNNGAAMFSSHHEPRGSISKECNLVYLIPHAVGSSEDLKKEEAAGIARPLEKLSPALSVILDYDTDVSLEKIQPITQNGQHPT
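Inducible HEK293 T-REx D1 cells, force-coupled to calcium signalling, were plated at 4000 cells/well with tetracycline and held overnight at 30 C. After no-wash calcium dye loading, compound-evoked calcium rise over 180 s flagged agonists.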
D1 antagonist: human D1 dopamine receptor antagonism | P21728 | HEK293 TREx D1 cells, calcium flux, dopamine EC80; hits give low values | activity change, negative = inhibition, % at 10 µM | 360,000 compounds, 3.2% hits | AID 504652; in the data active means activity change below about -30%; further: on the % scale 0 is the no-effect control and ±100 the full control effect
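Inducible Hek293 Trex D1 cells (tetracycline, overnight, 30 C). Calcium dye 30–90 min RT. Antagonist mode: EC80 dopamine added after 180 s compound read.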
D1 potentiator: enhances dopamine response at the human D1 receptor; 360,000 compounds, 0.036% hits; P21728; HEK293 TREx D1 cells, calcium flux, dopamine EC20 potentiation; potentiation, % at 10 µM; AID 504651; in the data active means potentiation above about 30%; further: 0% is about no effect
RXFP1 ag: agonists of human relaxin receptor RXFP1; Q9HBX9; HEK293T-RXFP1 cAMP TR-FRET, 30 min; response scale: percent of porcine relaxin response, buffer zero; Potency, µM (titrated, usually from 57.5 µM), for inactives: at the top dose activation, most hits filed as activators; 370,000 compounds, 0.3% hits; AID 2676; further: potency means the concentration at half of the fitted maximal effect; on the % scale 0 is the no-effect control and ±100 the full control effect; nearly all actives have a fitted effect of over 60% in size; many of its hits are not listed in these tables
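cAMP rise read by TR-FRET after 30 min, 37C compound exposure (up to 58 uM) in RXFP1-transfected HEK293 cells with Ro 20174 present. EC50 from Hill-equation fits, with 29 nM porcine relaxin as 100% and buffer as basal.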
GRP78 ERSR act: inducers of ER stress response in human glioma cells; U87-MG GRP78 promoter luciferase reporter, 16 h; Potency, µM, inactives show at the highest dose activation, actives largely listed as activators; 420,000 compounds, 0.02% hits; AID 602332; further: potency means the concentration at half of the fitted maximal effect; series mostly up to about 76 µM; % of control where 0% means no effect; nearly all actives have a fitted effect of over 35% in size
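Stably transfected U87-MG glioma cells carrying a GRP78-based luciferase sensor; 16 h compound incubation. Luminescence end-point read 10 min after Bright-Glo addition at room temperature.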
Vif-A3F inh: inhibitors of Vif-A3F interaction | HeLa A3F-eYFP + Vif (tagged APOBEC3F with the HIV-1 protein that degrades it), YFP fluorescence increase | Potency, µM (titrated, usually from 46.1 µM), for inactives: top-dose activity, negative = active | 390,000 compounds, 0.2% hits | AID 602313; further: potency means the concentration at half of the fitted maximal effect; % of control where 0% means no effect; nearly all actives have a fitted effect of over 65% in size
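HeLa cells stably expressing Vif plus C-terminally eYFP-tagged A3F were seeded, incubated overnight at 37 deg C, dosed with compound, incubated overnight again at 37 deg C. Yellow fluorescence (Ex 488/Em 500-530) reported blocked Vif-mediated A3F-eYFP degradation.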
Numbers without * were called inactive; ? = inconclusive; nt = not tested or not shown; & = joins results of further samples. Unless noted, the call rests on the fitted dose curve; in most records, active means well fitted curve in the direction sought with a large enough effect; inconclusive means small, poorly fitted or top-dose-only effect, or another doubt; inactive means no such curve, though single readings can be large; an effect the other way counts as inactive or inconclusive.

SMILES	RXFP1 ag	D1 agonist	D2 PAM	GRP78 ERSR act	D1 antagonist	Vif-APOBEC3G blk	Vif-A3F inh	D1 potentiator	LDHA inh
CCCCOc1ccccc1C(=O)N(Cc1ccc(C)o1)C1CCS(=O)(=O)C1 (centres undefined)	3.3%&-1.4%	1&-1	14&11	-4%&-2%	-16&-1	4%&3%	3%&-1%	-4&-1	1&-4
CCN1CCN(C(=O)c2ccccc2NS(=O)(=O)c2ccc(Cl)cc2)CC1	-0.1%	4	-9	1%	-4	2%	1%	-7	-4
CC1CN(S(=O)(=O)c2cc(C(=O)NCCCN3CCCC3=O)ccc2Cl)CC(C)O1 (centres undefined)	nt	nt	nt	-2%	nt	4%	4%	nt	-2
O=S(=O)(/N=C(/Nc1ccc(F)c(F)c1F)c1ccccc1)c1ccccc1	0.2%	-1	2	-2%	10	1%	1%	2	-6
CCOC(=O)NC(=O)/C(C#N)=C\Nc1sccc1C(=O)OC	1.3%	8	7	-1%	10	2%	?	10	0
CC(C)CC(O)(c1ccccc1)C(CN1CCOCC1)c1ccccc1 (centres undefined)	3.8%	7	2	2%	14	-11%	-23%	6	-4
CCOc1ccc(NC(=O)C/C(C)=N/NC(=O)COc2ccc(Br)cc2C)cc1	3.5%	2	-9	-1%	6	-2%	-25%	-5	-3
CS(=O)(=O)N(CC(=O)NCCSCc1ccco1)c1ccc2c(c1)OCO2	1.6%	2	21	-3%	-4	-5%	-9%	-5	-8
Cc1ccc(C2(C)NC(=O)N(CC(=O)N3CCN(C(=O)c4cccs4)CC3)C2=O)cc1 (centres undefined)	0.1%	1	14	-3%	21	-2%	1%	-3	-2
NC(=O)NNc1cccc(Cl)n1	-1.3%	0	-5	-4%	8	2%	-1%	2	0
Cc1nc(C(=O)O)sc1C1(C)CC(c2cccc([N+](=O)[O-])c2)=NO1 (centres undefined)	nt	nt	nt	-3%	nt	1%	-1%	nt	2
O=C(CCC(=O)N1CCOc2ccc(Cl)cc21)NCCCN1CCC(Cc2ccccc2)CC1	2.0%	13	-18	-1%	-41*	6%	6%	-19	-1
CCN(c1cccc(C)c1)S(=O)(=O)c1ccc2[nH]cc(C(=O)NCCCOC)c(=O)c2c1	1.1%	0	nt	-4%	-10	2%	4%	-6	-5
O=C(c1ccc(C#CC2(O)CCCCC2)cc1)N1CCN(C(c2ccccc2)c2ccccc2)CC1	1.0%	1	-1	-3%	2	-9%	4%	0	4
COCCNC(=O)C(c1ccc(F)cc1)N(C(=O)CCC(=O)Nc1ccccn1)c1cccc(C)c1 (centres undefined)	-2.4%	-1	14	-4%	0	0%	1%	2	-8
COc1ccc(-n2ncc(C(=O)N3CCN(Cc4ccccc4)CC3)c2C2CCN(C(=O)OC(C)(C)C)CC2)cc1	0.0%	1	-2	0%	0	3%	-1%	0	0
Cc1ccc(-c2nn(CCC(=O)O)cc2/C=C\C(=O)c2ccc(Br)cc2)cc1	4.7%	2	4	?	-4	-22%	2%	-1	0
CCC(OC(=O)C(CC(C)C)NC(=O)c1ccccc1)C(=O)Nc1nnc(C)s1 (centres undefined)	-3.6%	-1	9	1%	nt	0%	-3%	1	-1
COc1ccc(NC(=O)Nc2ccc(CC(=O)O)cc2)cc1	0.5%	2	-23	-2%	-28	0%	6%	1	-4
COc1ccccc1N1CCN(C(=O)c2ccc(NC(C)=O)cc2)CC1	1.8%	4	-9	-2%	-4	0%	0%	-4	1
CC1(C)Cc2c(cnn2-c2ccccc2)C(NC(=O)CCCN2CCCC2=O)C1 (centres undefined)	-0.1%	3	-4	1%	-7	-4%	4%	-9	-5
Cc1ccc(Cc2c(-c3ccc(Cl)cc3)nc3ccc(Br)cn23)cc1	nt	nt	nt	5%	nt	-14%	-24%	nt	1
COc1ccc(NC(=O)CN(C)CC(=O)Nc2sc3c(c2C(N)=O)CCC3)cc1	1.4%	-1	5	-3%	-7	0%	-4%	10	0
Cc1oc(-c2cccc(Cl)c2)nc1CN1CCC(C(=O)NC2CC2)CC1	0.0%	3	-1	-2%	5	-9%	3%	-4	2
CCOc1ccc(CCNS(=O)(=O)c2cnc[nH]2)cc1OCC	3.8%	1	6	-4%	7	2%	-2%	-1	2
COc1cccc2c1Oc1ncccc1N(C(=O)CCC(=O)NCc1ccccc1)C2	-0.8%	1	-7	-1%	10	3%	11%	4	-12
CC(=O)c1ccc(NS(=O)(=O)c2cccc(C(=O)Nc3ccccc3C(=O)O)c2)cc1	-4.3%	-4	-5	-4%	53	0%	1%	-1	-7
COc1cccc2[nH]c3c(N4CCC(C(N)=O)CC4)ncnc3c12	0.5%	3	0	-2%	-3	0%	0%	1	0
CC(=O)NCCc1ccc(C(=O)CSc2nnc(C3CC3)n2C2CC2)cc1	1.5%	1	-10	-2%	10	1%	-1%	-7	0
CSc1cccc(NC(=O)C(C)C)c1	1.8%	4	17	0%	4	-1%	3%	0	-16
Cc1ccc(NC(=O)COCC(=O)Nc2ccc(C)cc2)cc1	-1.8%	-1	3	-3%	1	-5%	6%	-5	-10
CCc1ccc(C2C3=C(CC(C)(C)CC3=O)Nc3c2c(=O)[nH]c2nc(C)nn32)cc1 (centres undefined)	1.6%	2	12	-4%	8	-1%	-5%	-1	-2
CS(=O)(=O)N(CC(N)=O)c1ccc(F)c(Cl)c1	1.1%	2	-3	-5%	12	0%	4%	-4	-4
CCn1c(CNc2ccc(Cl)cc2)nnc1SCc1ccc(C)cc1	-3.8%	0	7	-9%	6	1%	0%	3	-2
CCc1nnc(NC(=O)c2ccc(-c3cccc(C(F)(F)F)c3)o2)s1	1.0%	9	8	-4%	3	2%	5%	-10	-3
O=c1cc2ncc(-n3cc([N+](=O)[O-])cn3)cn2[nH]1	6.4%	4	-6	-6%	-21	1%	-9%	-3	0
O=C(Nc1cc(C2CC2)nn1-c1ccccc1)c1ccc(F)cc1	nt	nt	nt	-5%	nt	-8%	6%	nt	-4
O=C(NCc1cccnc1)NC1(C(F)(F)F)Oc2ccccc2O1	-1.5%	-1	3	0%	-42*	-27%	1%	1	11
COc1ccc(C(C(=O)NCC2CCCO2)N(C(=O)Cn2nnc3ccccc32)c2ccccc2C(C)=O)cc1OC (centres undefined)	2.2%	0	-4	-3%	0	-3%	-40%	-4	-1
O=C(/C=C/c1ccccc1Cl)Nc1cccnc1	0.3%	0	9	-5%	-1	-5%	-7%	2	-1
CC(=O)c1c(C)n(-c2cccc(Cl)c2)c2ccc(O)cc12	-0.5%	0	4	-2%	-1	3%	-11%	-3	7
CC(=O)c1c(C)[nH]c(C(=O)OCC(=O)NNC(=O)c2ccc([N+](=O)[O-])cc2)c1C	nt	nt	nt	7%	nt	7%	4%	nt	-8
CC(=O)C1CCC2C3CCC4CC(=O)CCC4(C)C3C(O)CC12C (centres undefined)	nt	nt	nt	-1%	nt	0%	-7%	nt	2
O=C1CCC([N+](=O)[O-])C(c2ccccc2F)N1 (centres undefined)	-0.6%	2	5	-4%	-3	1%	-10%	-6	-1
Nc1ncc(Br)cc1S(=O)(=O)NCCC(=O)NCCc1ccccc1	0.5%	0	0	0%	9	-3%	1%	-1	-2
CCCCCc1c(C)nc(N2CCN(Cc3ccc4c(c3)OCO4)CC2)[nH]c1=O	0.7%	-1	-11	-4%	2	1%	1%	-2	-4
CCCCNC(=O)Nc1nnc(-c2ccccc2)o1	3.3%	2	2	4%	-6	1%	10%	0	-7
COc1ccccc1-n1c(SCC(=O)Nc2ccc(F)cc2)nc2c(c1=O)SCC2	-0.2%	-1	3	0%	13	-9%	8%	5	0
COc1ccc(/C=C/C(=O)c2ccccc2O)cc1CN1CCOCC1	0.8%	1	nt	-3%	-16	-12%	-1%	-3	1
COCc1nnc(NC(=O)CCc2ccc(OC)cc2)s1	6.9%	6	-1	-4%	-19	-4%	5%	-5	-1
CC(C)Oc1ccc(C(CC(=O)N2CCOCC2)C(C)C)cc1 (centres undefined)	4.7%	3	9	-3%	0	2%	-2%	-5	-1
CCCCc1ccc(NC=C2C(=O)OC3(CCCCC3)OC2=O)cc1	3.0%	2	6	-10%	nt	0%	6%	-3	0
COc1ccccc1CN1C[C@@H]2C[C@@H](c3[nH]c4c(C)cccc4c3C)N3CCC[C@@]23C1=O	2.0%	44*	nt	-4%	70	-6%	-3%	32*	2
O=C1CCC(=O)N1CC(=O)N1CCCc2ccccc21	0.2%	4	nt	0%	3	-4%	7%	nt	-8
COC(=O)C[C@H](NC(=O)Cn1cc(C)c(=O)[nH]c1=O)C(=O)OC	nt	nt	nt	-2%	nt	-5%	-1%	nt	2
Cn1c2ccccc2c(=O)c2cc(C#Cc3cccc(N)c3)ccc21	1.7%	-1	nt	1%	nt	0%	2%	3	-10

One compound at a time, from the list above.
Record of O=c1cc2ncc(-n3cc([N+](=O)[O-])cn3)cn2[nH]1 : RXFP1 ag = 6.4%; D1 agonist = 4; D2 PAM = -6; GRP78 ERSR act = -6%; D1 antagonist = -21; Vif-APOBEC3G blk = 1%; Vif-A3F inh = -9%; D1 potentiator = -3; LDHA inh = 0
Record of O=C(NCc1cccnc1)NC1(C(F)(F)F)Oc2ccccc2O1 : RXFP1 ag = -1.5%; D1 agonist = -1; D2 PAM = 3; GRP78 ERSR act = 0%; D1 antagonist = -42*; Vif-APOBEC3G blk = -27%; Vif-A3F inh = 1%; D1 potentiator = 1; LDHA inh = 11

(list continues)
SMILES	RXFP1 ag	D1 agonist	D2 PAM	GRP78 ERSR act	D1 antagonist	Vif-APOBEC3G blk	Vif-A3F inh	D1 potentiator	LDHA inh
Cc1ccc(CNc2cnccn2)cc1	2.1%	2	-1	-2%	0	1%	-6%	0	-4
CC(Sc1nnc2ccccn12)C(=O)Nc1ccc(Cl)cn1 (centres undefined)	3.3%	3	1	2%	-5	-1%	0%	3	-3
CN(Cc1ccccc1)C(=O)c1nn2cccnc2c1Cl	6.1%	7	1	12%	-2	1%	-3%	-2	-1
Cn1c(=O)c2c(SCC(=O)NCc3ccco3)nc(-c3ccccc3Cl)nc2n(C)c1=O	6.8%&18%	0&0	5&-6	-4%	2&6	-6%	0%	-2&2	-5&2

A portion of the library; rates above refer to the full screens.
